Assay outcomes: PubChem BioAssay, National Center for Advancing Translational Sciences (NCATS)
Pol kappa inh: qHTS for Inhibitors of Polymerase Kappa | purified Pol kappa, fluorescent DNA synthesis assay, 10 min | AID 588579, 2011 | DNA polymerase kappa (Homo sapiens), Q9UBT6 | hit rate 0.53% among 400,000 | Potency, µM (series often up to 107 µM), without a hit: at the highest dose activity, negative = inhibition, hits mostly inhibitors; further: potency means the concentration at half of the fitted maximal effect; on the % scale 0 is the no-effect control and ±100 the full control effect
Target sequence (Q9UBT6 whole entry, looked up): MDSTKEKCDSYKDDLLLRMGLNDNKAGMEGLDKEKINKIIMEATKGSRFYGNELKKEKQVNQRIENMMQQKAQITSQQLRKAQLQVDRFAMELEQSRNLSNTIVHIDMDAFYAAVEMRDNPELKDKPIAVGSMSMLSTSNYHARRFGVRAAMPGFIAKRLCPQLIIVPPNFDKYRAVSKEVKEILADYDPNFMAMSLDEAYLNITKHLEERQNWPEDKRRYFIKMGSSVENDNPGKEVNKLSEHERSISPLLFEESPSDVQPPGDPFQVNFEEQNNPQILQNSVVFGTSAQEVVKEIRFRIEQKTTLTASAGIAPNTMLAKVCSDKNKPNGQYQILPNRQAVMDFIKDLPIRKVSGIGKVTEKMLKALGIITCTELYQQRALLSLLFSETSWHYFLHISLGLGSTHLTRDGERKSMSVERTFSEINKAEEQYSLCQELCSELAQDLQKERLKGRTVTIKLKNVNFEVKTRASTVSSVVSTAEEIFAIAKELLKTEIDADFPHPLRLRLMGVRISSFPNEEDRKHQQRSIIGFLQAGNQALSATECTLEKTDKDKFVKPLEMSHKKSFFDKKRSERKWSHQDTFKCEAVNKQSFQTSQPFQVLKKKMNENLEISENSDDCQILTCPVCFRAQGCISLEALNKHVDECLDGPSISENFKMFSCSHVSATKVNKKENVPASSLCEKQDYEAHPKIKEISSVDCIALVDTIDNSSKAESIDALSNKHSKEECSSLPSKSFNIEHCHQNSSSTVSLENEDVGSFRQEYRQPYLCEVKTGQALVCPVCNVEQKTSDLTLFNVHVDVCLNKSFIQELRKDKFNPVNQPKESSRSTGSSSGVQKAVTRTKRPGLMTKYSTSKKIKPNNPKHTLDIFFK
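Kinetic fluorescence screen: compound preincubated 15 min RT with 10 nM enzyme; 50 nM substrate (final) initiates; reads at 0/10 min.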
ERG-DNA inh: qHTS for Small Molecule Inhibitors of the ERG Ets/DNA interaction. fluorescence polarization, His-ERG Ets domain / labelled DNA. AID 624246, 2012. hit rate 0.028% among 370,000. Potency, µM (doses to about 76.9 µM), for inactives: at the top dose FP activity, negative = inhibition, usual class: inhibitors; active means well fitted inhibition curve with a large enough effect in the polarisation, with a control signal flat; inconclusive means small, poorly fitted or top-dose-only effect, or effect the other way, or a change in a side signal; inactive means no such curve, though single readings can be large or run the other way; the % refers to the polarisation;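 further: polarization taken with two DNA probes labelled with fluorescein and Texas red; potency means the concentration at half of the fitted maximal effect; % of control where 0% means no effect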
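His-tagged ERG Ets domain (1 uM in the protein solution; 300mM KCl, 50mM Tris-HCl, 1mM EDTA, 1mM DTT, pH 7.5) received compound, then a probe mix of 5 nM fluorescein-DNA and 100nM Texas-615-DNA. Fluorescence polarization was read for both dyes.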
12-LOX inh: Primary qHTS assay for inhibitors of human arachidonate 12S-lipoxygenase (ALOX12): Round 2 | purified 12hLO, xylenol orange hydroperoxide absorbance | Potency, µM (highest dose often 108 µM), for the others: at the top dose activity change, negative = inhibition, usual class: inhibitors | hit rate 1.1% among 580,000; further: potency means the concentration at half of the fitted maximal effect; on the % scale 0 is the no-effect control and ±100 the full control effect
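Hydroperoxide product was detected by ferrous iron/xylenol orange as the 573 to 405 nm absorbance ratio. Arachidonic acid at 40 uM (final) was turned over for 30 min at room temperature by 150 nM human 12hLO, pH 7.0 Hepes buffer, after 15 min compound preincubation.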
LDHA inh: qHTS assay for inhibitors of human lactate dehydrogenase. L-lactate dehydrogenase A chain (Homo sapiens), P00338. purified LDHA, NADH/diaphorase-resazurin fluorescence; active compounds read low. activity change, % (values are at about 110 or 230 µM). hit rate 0.15% among 480,000. AID 1347041, 2019; in the data active means activity change below about -30%; inconclusive means mostly about -25% to -30%;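 further: plate controls were DMSO wells for no effect and wells without enzyme for full effect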
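LDH5 2 nM; NADH 0.06 mM, pyruvate 0.2 mM; 200 mM Tris pH 7.4, EDTA, Tween-20; 5 min RT. Detection: diaphorase 0.133 mg/mL + resazurin 37 µM, fluorescence ex540/em590 at 0 and 20 min; normalized to enzyme-free and DMSO wells.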
Apoferritin bind: qHTS Assay for Identification of Novel General Anesthetics. Ferritin light chain (Equus caballus), P02791. apoferritin/1-aminoanthracene competitive binding, fluorescence. Potency, µM (doses to about 77.5 µM), without a hit: at the highest dose activity change, negative = displacement, hits mostly inhibitors. hit rate 0.074% among 350,000. AID 485281, 2010; further: potency means the concentration at half of the fitted maximal effect; on the % scale 0 is the no-effect control and ±100 the full control effect; nearly all actives have a fitted effect of over 20% in size
Target sequence (P02791 2-175 limits assumed): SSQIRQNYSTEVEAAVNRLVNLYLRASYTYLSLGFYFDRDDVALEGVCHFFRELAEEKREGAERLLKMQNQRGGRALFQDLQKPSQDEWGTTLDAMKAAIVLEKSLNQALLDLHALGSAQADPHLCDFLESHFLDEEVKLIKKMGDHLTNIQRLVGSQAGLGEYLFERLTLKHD
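Steps: apoferritin (10 uM) was premixed with half-saturated 1-AMA in PBS, compounds were pin-transferred, plates stood 10 min at room temperature, fluorescence was read at 380/535 nm, and curves were fitted with a Hill equation.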
RGS4 inhibitor: Inhibitors of Regulator of G Protein Signaling (RGS) 4: qHTS; AID 504845, 2011; Regulator of G-protein signaling 4 (Homo sapiens), P49798; hit rate 0.039% among 390,000; Transcreener GDP fluorescence polarization, RGS4-accelerated GTP hydrolysis; Potency, µM (series often up to 114 µM), inactives show top-dose activity change, negative = inhibition, actives largely listed as inhibitors; further: potency means the concentration at half of the fitted maximal effect; on the % scale 0 is the no-effect control and ±100 the full control effect; nearly all actives have a fitted effect of over 75% in size; some results filed as inactive show a strong effect at the top dose
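MLSMR compounds (23 nl, pin-transferred) preincubated 10 min at room temperature with a 500nM (2x) first reagent, then RGS4 at 900nM (2x) plus Transcreener GDP mix added; fluorescence polarization (620/688 nm) read before and after 90 min at 30 °C.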
POLH inh: qHTS for Inhibitors of Polymerase Eta. recombinant Pol eta, fluorescent DNA replication assay. hit rate 1.2% among 390,000. DNA polymerase eta (Homo sapiens), Q9Y253. Potency, µM (titrated, usually from 114 µM), inactives show at the top dose activity change, negative = inhibition, usual class: inhibitors; further: potency means the concentration at half of the fitted maximal effect; on the % scale 0 is the no-effect control and ±100 the full control effect
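Pol eta (10 nM) was preincubated with compounds for 15 min at room temperature, after which fluorescent replication substrate (50 nM final) was added to start the reaction. Fluorescence was read kinetically at 0 and 10 min.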
Pol beta inh: qHTS Assay for Inhibitors of DNA Polymerase Beta; Potency, µM (titrated, usually from 114 µM), for the others: at the highest dose activity change, negative = inhibition, actives largely listed as inhibitors; Pol beta primer extension/strand displacement, fluorescence kinetic; hit rate 1.3% among 340,000; AID 485314, 2010; P06746; further: potency means the concentration at half of the fitted maximal effect; on the % scale 0 is the no-effect control and ±100 the full control effect
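Pol beta (10 nM) and compounds were preincubated 15 min at room temperature, then 50 nM substrate (final) started primer extension/strand displacement. Reads were taken at 0 and 10 min; concentration-response data were fitted to a four-parameter Hill equation.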
APE1 inh: qHTS Assay for Inhibitors of the Human Apurinic/apyrimidinic Endonuclease 1 (APE1) | DNA repair nuclease/redox regulator APEX1 (Homo sapiens), P27695 | recombinant APE1, TAMRA/BHQ-2 abasic DNA cleavage fluorescence | Potency, µM (titrated, usually from 65.8 µM), for the others: at the highest dose activity change, negative = inhibition, usual class: inhibitors | hit rate 0.35% among 350,000;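 further: potency means the concentration at half of the fitted maximal effect; plate controls were vehicle for no effect and reference inhibitor for full effect; nearly all actives have a fitted effect of over 55% in size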
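APE1 at 0.75 nM preincubated 15 min at room temperature with compound. Reaction then started with 50 nM double-stranded THF-abasic substrate labelled with TAMRA/BHQ-2, and 525/598 nm fluorescence read kinetically. Activity taken as third-minus-first read difference, normalized to DMSO and NSC13755 controls.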
* = called active by the depositor; i = inactive; ? = inconclusive; . = no result given; & = joins results of further samples; ! = repeats disagree; [ ] = another dose, or the depositor's remark. Unless noted, the call rests on the fitted dose curve; in most records, active means well fitted curve in the direction sought with a large enough effect; inconclusive means small, poorly fitted or top-dose-only effect, or another doubt; inactive means no such curve, though single readings can be large; an effect the other way counts as inactive or inconclusive. This is a subset (hit frequency here may not be typical).

entry	Structure	Pol kappa inh	ERG-DNA inh	12-LOX inh	LDHA inh	Apoferritin bind	RGS4 inhibitor	POLH inh	Pol beta inh	APE1 inh
1	COC(=O)C1(C)NC(c2ccco2)C2C(=O)N(c3ccc(F)cc3)C(=O)C21 (centres undefined)	7.7%	0.4%	11.3%	-0.7	-9.2%	-11.7%	1.3%	24.1%	4.0%
2	Nc1ccc(C(=O)O)cc1	13.6%	?	-13.5%&-11.4%	-0.5&-9.7&-3.0	-2.3%	16.3%&20.1%&-12.5%	-12.8%&-5.1%&-27.3%	.	-7.4%&2.0%&-0.7%&17.6%
3	CCCN(CCC)S(=O)(=O)c1ccc(NC(=O)Cc2cccs2)cc1	-35.9%	-19.5%	-16.1%	4.3	?	?	?	?	-9.0%
4	Cc1ccsc1C(=O)NC1CCCN(Cc2ccc(Cl)cc2)C1 (centres undefined)	-16.1%	7.1%	?	-3.5	-21.6%	9.8%	-6.7%	-0.9%	-4.4%
5	Cc1cc(C)c(NC(=O)CSc2nccn2C)c(C)c1	-16.4%	1.4%	-9.5%	-3.0	4.1%	25.7%	-3.4%	6.5%	-3.1%
6	CC(=O)Nc1ccccc1NC(=O)C/C(C)=N/NC(=O)c1ccc([N+](=O)[O-])c(Cl)c1	0.4%	2.8%	21.7%	1.4	-15.2%	-6.6%	-16.1%	34.0%	1.2%
7	Clc1ccccc1-c1nnc2n1CCCCC2	-3.1%	26.7%	0.0%	-8.2	-3.1%	21.0%	-3.4%	28.7%	13.1%
8	O=C(/C(=C/O)N=Nc1cccc(C(F)(F)F)c1)c1ccccc1	-7.5%	7.1%	?	-0.2	?	-1.0%	-0.7%	9.7%	-1.5%
9	COc1ccccc1NS(=O)(=O)c1ccc(C(N)=O)cc1	-11.6%	-0.9%	10.0%	-4.5	-1.4%	?	5.3%	?	2.1%
10	Cc1ccc(S(=O)(=O)/N=C2\C=C(Nc3ccc(O)cc3)C(=O)c3ccccc32)cc1	-38.4%	1.3%	.	26.1	.	-28.1%	?	.	-28.4%
11	COc1ccc(CC(=O)N/N=C(/C)c2ccco2)cc1	-6.3%	-8.0%	7.7%	-3.0	-6.1%	-0.3%	-18.4%	29.9%	3.5%
12	Cc1ccc(C(=O)Nc2nnn(C)n2)cc1	-3.2%	7.3%	0.2%	-7.0	-9.3%	-2.1%	0.6%	8.1%	24.8%
13	CCOc1ccccc1NC(=O)C(c1ccccc1)N1Cc2ccccc2C1=O (centres undefined)	-1.1%	-8.4%	-11.0%	-0.4	-5.4%	11.7%	-2.7%	-2.0%	.
14	Nc1cnnc(N/N=C\c2ccccc2)c1Cl	4.7%	-15.8%	i	-3.9	.	1.8%	-16.3%	.	.
15	O=c1c2c(nc3c(-c4ccc(Cl)cc4)c[nH]n13)CCC2	-9.3%	-1.0%	-47.1%	3.9	4.8%	-16.0%	-17.4%	89.1µM*	-3.0%
16	COc1ccc(NC(=O)C(=O)c2cn(CC(=O)N3CCCC3)c3ccccc23)cc1OC	-23.9%	-5.8%	12.5%	-5.9	?	-26.6%	-11.1%	-20.3%	5.7%
17	O=C(COC(=O)c1ccc(-c2cnc3ccccc3n2)cc1)c1ccccc1	-1.7%	0.0%	-8.6%	-5.6	11.0%	21.4%	-11.3%	2.9%	2.0%
18	Clc1cccc(-c2ccc(CNCCSc3nnnn3-c3ccccc3)o2)c1	-13.8%	-0.3%	?	1.8	45.8%[activator]	-15.9%	?	-12.7%	.
19	O=C1CC(N2CCC(c3nc4ccccc4o3)CC2)C(=O)N1c1cc(Cl)cc(Cl)c1 (centres undefined)	-3.4%	2.3%	-28.8%&5.9%	-4.4&-1.9	16.2%	-20.7%	-17.4%	-0.5%	-6.8%
20	CC1CCN(C(=O)c2ccc3c(c2)N(Cc2ccccc2)C(=O)c2ccccc2S3(=O)=O)CC1	-5.4%	1.4%	-12.3%	1.3	-15.3%	-27.9%	.	2.9%	.

entry	Structure	Pol kappa inh	ERG-DNA inh	12-LOX inh	LDHA inh	Apoferritin bind	RGS4 inhibitor	POLH inh	Pol beta inh	APE1 inh
21	COc1ccc(S(=O)(=O)N(CC(=O)O)c2ccc(C)cc2)cc1	-21.6%	-3.7%	0.7%[57.4 µM]	-4.1	-6.0%	15.8%	-5.2%	6.8%	-3.0%
22	O=c1[nH]c(-c2ccccc2)cs1	0.7%	1.7%	-13.9%	-6.8	3.4%	11.6%	-9.6%	7.9%	0.2%
23	Cc1nnc(SCc2cc(=O)oc3ccc4ccccc4c23)n1Cc1ccccc1	-5.9%	-9.0%	-15.8%	2.9	-10.6%	-13.5%	?	?	-1.7%
24	CCOCCCNCc1cn(-c2ccc(F)cc2F)nc1-c1ccccc1C	-3.0%	22.9%	43.3%	-6.0	-11.6%	-8.9%	?	2.4%	9.3%
25	Cc1nc(SCc2c(F)cccc2Cl)c2c(=O)n(C)c(=O)n(C)c2n1	-7.3%	5.0%	19.4%[57.4 µM]	-12.6	-12.3%	17.8%	-14.0%	8.3%	0.3%
26	CCOc1ccccc1N(CC(=O)N1CCC(C(N)=O)CC1)S(=O)(=O)c1ccc(SC)cc1	-8.6%	4.7%	0.0%	-9.6	-4.4%	15.9%	0.2%	46.6%	5.1%
27	Cc1ccc(-c2cc(C(=O)N3CCCC(C(F)(F)F)C3)c3ccccc3n2)o1 (centres undefined)	-3.4%	11.9%	7.94µM*!	-3.3&-8.6	.	-10.4%	-3.8%	.	-5.6%
28	Cc1ccc(S(=O)(=O)NCCC(=O)Nc2ccncc2)cc1C	2.1%	0.1%	-0.9%	-8.4	.	15.4%	-12.4%	.	11.4%
29	COC(=O)c1ccc(CSc2nc3scc(-c4cccs4)c3c(=O)[nH]2)o1	?	-4.9%	0.0%	2.8	?	-52.7%	?	20µM*	-7.8%
30	CN1CCN(CC(=O)Nc2c(C(=O)C3CC3)oc3ccccc23)CC1	-5.1%	2.6%	-2.2%	0.0	-14.4%	10.0%	5.6%	16.2%	8.9%
31	CCN(CC)CCCNC(=O)c1oc2ccc(S(=O)(=O)N3CC(C)CC(C)C3)cc2c1C (centres undefined)	7.8%	-9.8%	7.0%	-4.4	-1.1%	-2.1%	-9.5%	0.5%	8.9%
32	COc1ccc(C(=O)COC(=O)c2ccc(NC(=O)c3ccccc3)cc2)cc1	-20.7%	2.4%	-7.2%	1.1	-6.4%	-0.7%	-6.0%	14.9%	-2.3%
33	O=C(c1ccccc1)N1CCN(CC(O)Cn2ccc3ccccc32)CC1 (centres undefined)	-8.8%	10.1%	-23.2%	?	0.6%	11.9%	9.2%	-2.2%	1.2%
34	COc1cc(C)c(CN2CCN(S(=O)(=O)c3ccc(Cl)s3)CC2)cc1OC	-9.8%	-12.3%	?	-3.8	.	1.9%	-17.0%	.	47.4%[activator]
35	c1ccc(Sc2ncnc3c2oc2ccccc23)nc1	0.1%	-6.7%	0.0%	-5.5	-5.6%	1.3%	-10.2%	-20.5%	-5.5%
36	CCOc1ccccc1NC(=O)C(C)SCc1ccccc1 (centres undefined)	-12.5%	-12.9%	0.0%	-3.9	-7.7%	-7.1%	-13.5%	14.9%	2.9%
37	CC1=C(C(=O)OCC(C)C)C(c2cccc(F)c2)N2C(=O)C(C)SC2=N1 (centres undefined)	-4.7%	-9.5%	2.7%	2.5	-6.2%	-21.4%	-19.3%	21.1%	-1.7%
38	Cc1ccc(-c2cc(C(=O)NC3CCCCC3)no2)cc1	-10.5%	-1.3%	1.3%	-6.1	4.1%	-0.8%	-18.8%	0.7%	75.0%
39	CCOC(=O)C1CCCN(c2c(Nc3cccc(C)c3)c(=O)c2=O)C1 (centres undefined)	2.5%	3.6%	-1.7%[57.4 µM]	-5.4	-7.4%	2.5%	-5.3%	24.6%	15.7%
40	O=[N+]([O-])c1nn(-c2ccc3c(c2)OCCO3)n(O)c1=NC1CCN(Cc2ccccc2)CC1	-1.8%	-2.1%	-2.2%	-1.5	-5.4%	8.8%	-20.8%	2.9%	?
41	O=C(CSc1nccc(=O)[nH]1)Nc1ccc(N2CCOCC2)c(Cl)c1	2.9%	33.4%[activator]	-16.4%	-2.8	1.7%	1.9%	-12.8%	-14.2%	33.8%
42	CC1CCN(CCCCOc2ccc([N+](=O)[O-])cc2)CC1	0.4%	-13.7%	?	-8.6	-14.6%	1.6%	-17.2%	14.1%	-2.1%
43	O=C(O)CC(C(=O)Nc1ccc(Cl)cc1Cl)C1CCCO1 (centres undefined)	2.2%	7.6%	-9.9%	-9.1	-7.1%	-5.5%	-18.5%	8.0%	-3.9%
